From PubChem BioAssay
FLuc counter = counter-screen for miR-21 project: firefly luciferase inhibitors or activators | P08659 | purified FLuc, Km substrates, luminescence inhibition | Potency, µM (series often up to 57.5 µM), without a hit: top-dose activity change, negative = inhibition, usual class: inhibitors | 6.9% of 360,000 active | AID 588342;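 note: plate controls were vehicle for no effect and reference inhibitor for full effect; nearly all actives have a fitted effect of over 55% in size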
Target sequence (P08659 whole entry, looked up): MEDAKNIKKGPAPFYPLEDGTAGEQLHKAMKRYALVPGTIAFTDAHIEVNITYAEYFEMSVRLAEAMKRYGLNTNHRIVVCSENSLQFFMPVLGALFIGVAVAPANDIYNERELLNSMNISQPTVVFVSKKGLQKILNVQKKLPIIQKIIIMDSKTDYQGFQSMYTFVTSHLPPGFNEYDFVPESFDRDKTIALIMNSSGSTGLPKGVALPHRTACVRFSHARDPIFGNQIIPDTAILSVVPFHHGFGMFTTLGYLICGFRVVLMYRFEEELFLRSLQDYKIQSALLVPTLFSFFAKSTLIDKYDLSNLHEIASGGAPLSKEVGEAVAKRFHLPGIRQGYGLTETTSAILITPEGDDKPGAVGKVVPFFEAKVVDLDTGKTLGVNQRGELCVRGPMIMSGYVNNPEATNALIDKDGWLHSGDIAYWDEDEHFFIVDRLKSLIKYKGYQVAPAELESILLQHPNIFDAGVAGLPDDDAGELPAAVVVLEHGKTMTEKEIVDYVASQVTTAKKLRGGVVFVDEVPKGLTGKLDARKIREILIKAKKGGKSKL
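Purified P. pyralis luciferase (10nM final) with 10uM D-luciferin and 10uM ATP (Km levels) in 50mM Tris acetate pH 7.5, 10mM Mg acetate, 0.01% Tween-20, 0.05% BSA; qHTS 6-point titration, ~60 µM downward; luminescence read.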
BRCA1 expr up = increases BRCA1 expression; 1.1% of 380,000 active; MCF7-BRCA1-FFLuc reporter, luminescence, 48 h; response scale: scaled: vehicle 0%, 10 µM genistein 100%; Potency, µM (doses to about 46.1 µM), without a hit: at the top dose activation, most hits filed as activators; AID 624202; note: nearly all actives have a fitted effect of over 80% in size; some results filed as inactive show a strong effect at the top dose
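Compounds are tested at multiple concentrations on MCF7 BRCA1-luciferase reporter cells seeded at 2000 per well; after 48 h, a single luminescence end-point is taken and curves fitted to the normalized data.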
MBNL1-CUG inh = inhibitors of human MBNL1 binding to CUG repeat RNA; Potency, µM (titrated, usually from 57.5 µM), for the others: at the top dose activity change, negative = inhibition, most hits filed as inhibitors; 0.036% of 280,000 active; TR-FRET MBNL1-His/biotin-(CUG)12 binding, 665/545 ratio; Q9NR56; active = well fitted inhibition curve with a large enough effect in the signal ratio, with a control signal flat, not every such curve was filed as active; inconclusive = small, poorly fitted or top-dose-only effect, or effect the other way, or a change in a side signal; inactive = no such curve, though single readings can be large or run the other way; the % refers to the signal ratio; note: % is set by controls: 0 for no effect and ±100 for the full control effect
Target sequence (Q9NR56 whole entry, looked up): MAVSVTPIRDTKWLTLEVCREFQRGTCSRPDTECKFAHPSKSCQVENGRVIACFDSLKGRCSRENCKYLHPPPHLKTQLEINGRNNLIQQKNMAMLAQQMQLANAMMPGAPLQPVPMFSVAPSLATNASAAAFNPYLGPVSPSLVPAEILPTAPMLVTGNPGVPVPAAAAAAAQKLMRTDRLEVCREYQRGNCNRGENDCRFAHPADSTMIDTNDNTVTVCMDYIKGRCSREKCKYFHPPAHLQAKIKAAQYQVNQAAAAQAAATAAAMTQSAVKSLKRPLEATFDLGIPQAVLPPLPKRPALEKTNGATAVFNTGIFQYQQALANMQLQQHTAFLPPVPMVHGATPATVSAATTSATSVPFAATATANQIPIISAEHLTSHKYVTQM
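TR-FRET between His-tagged MBNL1 and biotin-(CUG)12 RNA, detected with Tb anti-His antibody (0.055 ng/ul) and streptavidin-XL665 (5 nM), 60 min at room temperature. Compounds titrated 92 nM to 58 uM; 665/545 nm ratio normalized to buffer and complex controls.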
RORg inh = ROR gamma (mouse) transcription inhibition; Drosophila S2 Gal4-RORgamma UAS-luciferase reporter, 20 h; 5.4% of 310,000 active; Potency, µM (highest dose often 53.6 µM), for inactives: at the highest dose activity change, negative = inhibition, usual class: inhibitors; P51450; note: % is set by controls: 0 for no effect and ±100 for the full control effect; nearly all actives have a fitted effect of over 60% in size
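A Gal4/UAS one-hybrid system in insect cells: metallothionein-promoter Gal4–ROR gamma fusion plus Photinus luciferase reporter. Copper sulfate 700 uM final, 20 hr ambient incubation, luminescent detection after 10 min with reagent.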
uPA generation = cell surface uPA generation inhibition; cell surface uPA generation assay, qHTS; Potency, µM (top dose mostly 38.3 µM), without a hit: at the highest dose activity change, negative = inhibition, actives largely listed as inhibitors; 0.31% of 330,000 active; active = well fitted inhibition curve with a large enough effect; inconclusive = small, poorly fitted or top-dose-only effect; inactive = no such curve, though single readings can be large or run the other way; tested in mouse RAW 264.7 cells; note: % is set by controls: 0 for no effect and ±100 for the full control effect; nearly all actives have a fitted effect of over 55% in size
VP16 counter = inhibits Gal4-VP16 luciferase reporter, ROR gamma counter-screen; Drosophila S2 Gal4-VP16 UAS-luciferase, luminescence, 20 h; Potency, µM (top dose mostly 53.6 µM), without a hit: top-dose activity, negative = inhibition, hits mostly inhibitors; 3.5% of 310,000 active; AID 2546;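 note: Gal4-VP16 expression switched on by copper sulfate through the metallothionein promoter; % is set by controls: 0 for no effect and ±100 for the full control effect; nearly all actives have a fitted effect of over 50% in size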
ELG1 genotox = inducers of genotoxicity in HEK293T ELG1-luciferase cells; Potency, µM (highest dose often 46 µM), inactives show at the top dose activity change, positive = activation, usual class: activators; AID 504466; 1.3% of 330,000 active; HEK293T ELG1-luciferase reporter, luminescence, 16 h; note: % of control where 0% means no effect; nearly all actives have a fitted effect of over 60% in size
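Genotoxicity was scored as increased ELG1-luciferase reporter signal, measured by ONE-Glo luminescence (30 min, room temperature). Compound or vehicle exposure of the HEK293T reporter cells lasted 16 hr at 37°C.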
NPC1 prom act = NPC1 promoter activation. 2.4% of 320,000 active. Huh7 NPC1 promoter luciferase reporter, 24 h. Potency, µM (top dose mostly 9.22 µM), for the others: at the highest dose activation, most hits filed as activators;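 note: % of control where 0% means no effect; nearly all actives have a fitted effect of over 60% in size; reporter is driven by a mutant NPC1 promoter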
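In 1536-well qHTS, Huh7 cells harboring an NPC1 promoter–luciferase construct received compound for 24 h; activation was quantified by luminescence following luciferase reagent addition.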
Rab9 prom act = Rab9 promoter activation; Huh7 Rab9 promoter-luciferase reporter, luminescence, 24 h; Potency, µM (doses to about 9.22 µM), for the others: at the top dose activation, negative = inhibition, usual class: activators; AID 485297; 2.8% of 320,000 active; note: % of control where 0% means no effect; nearly all actives have a fitted effect of over 60% in size
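Huh7 reporter line, Rab9 promoter upstream of luciferase. Compound exposure 24 h at 37 °C in reduced-serum medium with 10% FBS. Read-out: luminescence.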
p53 reactivation = mutant p53 re-activation in reporter cells; H1299 p53-A138V BP100-luciferase reporter, luminescence, 24 h; Potency, µM (titrated, usually from 92.2 µM), inactives show at the highest dose activity change, positive = activation, most hits filed as activators; 0.063% of 320,000 active; AID 504706; note: % of control where 0% means no effect; nearly all actives have a fitted effect of over 45% in size
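p53-null H1299 cells stably carrying temperature-sensitive p53-A138V and a BP100-luciferase reporter were pinned with compounds (4-point, 1:5 series) and held 24 hrs at 37 deg C. Luminescence was read 10 min after detection reagent.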
An asterisk follows results filed as active; u = inconclusive; x = not tested or not shown; [ ] = dose if it differs, or a comment. Unless noted, calls come from the whole dose curve; as a rule, active = well fitted curve in the direction sought with a large enough effect; inconclusive = small, poorly fitted or top-dose-only effect, or another doubt; inactive = no such curve, though single readings can be large; an effect the other way counts as inactive or inconclusive. Potency is the fitted concentration of half-maximal effect. Outcome played no part in choosing rows; about 13% have a hit in one of these screens.

mol	BRCA1 expr up	RORg inh	VP16 counter	p53 reactivation	Rab9 prom act	FLuc counter	MBNL1-CUG inh	NPC1 prom act	ELG1 genotox	uPA generation
CCN1CC=C2C(C#N)=C(N)C(C#N)(C#N)[C@H](c3ccoc3)[C@H]2C1	2%	-34%	u	-6%	3%	-2%	u	0%	-3%	-7%
CCc1ccc2[nH]c(=O)c(CN(Cc3ccc(F)cc3)C(c3nnnn3CCN3CCOCC3)C(C)C)cc2c1 (stereo unspecified)	-16%	7%	-1%	21%	-4%	0%[2.3 µM]	17%	6%	0%	x
O=C1CCCN2N=C(SCC(=O)Nc3nccs3)SC2=N1	0%	-14%	7%	0%	0%	0%	1%	-1%	1%	6%
CCC1CCC(C(=O)NC(C(=O)NCCN2CCOCC2)C(C)C)CC1 (stereo unspecified)	-10%	2%	9%	-3%	-2%	-2%	0%	-1%	2%	3%
CCN=c1sc(C(=O)NCCc2ccccc2)cc(=O)n1CC	-65%	u	u	-24%	-3%	-16%	4%	-11%	1%	-9%
O=C(Nc1ccccc1)c1ccc2nsnc2c1	17%	10%	-2%	3%	u	u	u	u	14%	-8%
COc1ccc(/C(O)=C2/C(=O)C(=O)N(CC3CCCO3)C2c2cccc(OC)c2)cc1 (stereo unspecified)	12%	30%	-12%	5%	0%	-3%	18%	1%	-5%	-1%
CC1CCN(C(=O)C2CCN(S(=O)(=O)c3ccc(-n4cnnn4)cc3)CC2)CC1	-24%	44%	3%	-2%	0%	0%	0%	1%	-4%	-4%
CC1CCCCC1NC(=O)CSC1=Nc2ccccc2C2CC=NN12 (stereo unspecified)	-25%	x	x	7%	-4%	1%	x	-1%	0%	-5%
Cc1cc(C)n(-c2nnc(C)n2/N=C/c2ccco2)n1	-8%	-4%	7%	-3%	7%	0%	-1%	-1%	6%	-2%
COC(=O)/C=C/CSC1=N/C(=C/c2ccc(-n3cncn3)cc2)C(=O)N1	1%	15%	u	5%	-17%	-11%	u	-3%	-1%	4%
COc1cccc(S(=O)(=O)Nc2cccc(C(=O)N3CCCCCC3)c2)c1	-14%	13%	-4%	-11%	-7%	3%	-6%	-2%	-5%	-2%
CSc1cccc(NC(=S)Nc2ccc(F)cc2)c1	33%	u	u	5%	3%	-5%	x	0%	-4%	-1%
Cc1ccc(CONC(=O)c2ccccc2Cl)cc1	73%	x	x	26%	26%	u	x	2%	11%	-10%
COc1ccc(NC(=O)Nc2c[nH]c(=O)[nH]c2=O)cc1OC	-2%	-9%	-8%	5%	-1%	6%	-9%	-2%	0%	4%
O=S(=O)(c1ccccc1)N1CCN=C1SCc1cccnc1	10%	0%	-1%	4%	-41%[inhibitor]	-7%	-20%	-4%	1%	2%
C/C(=N\Nc1ccc(S(=O)(=O)N2CCCCC2)cn1)c1cccc(Br)c1	-36%	x	x	7%	-8%	5%	x	-3%	-3%	-4%
C/C(N)=C(/C#N)C(=O)COC(=O)COc1ccc(Cl)cc1C	-4%	-4%	-1%	-5%	-1%	u	-4%	0%	4%	4%
O=C(CC1S/C(=N/N=C/c2ccco2)NC1=O)Nc1cccc(Cl)c1Cl (stereo unspecified)	-13%	20µM*	u	0%	-2%	-9%	-3%	-2%	7%	-4%
CCN(C(=O)CSc1nnc(Cc2cccc3ccccc23)n1N)C1CCS(=O)(=O)C1 (stereo unspecified)	10%	-12%	-6%	-1%	-9%	-7%	-8%	2%	-3%	11%
CC(=O)c1c(C)oc2ccc(NS(=O)(=O)c3ccc(F)cc3C)cc12	-58%	u	13µM*	9%	-5%	0%	-2%	-3%	-27%	-14%
O=[N+]([O-])c1cccn2cc(-c3ccc(Br)cc3)nc12	39%	u	-4%	u	2.8µM*	u	u	u	u	-4%
CC1=CC2=NC(=O)CC(C)(C(=O)N(CC(=O)NC(C)C)C3CCCC3)N2C=C1 (stereo unspecified)	x	-1%	-7%	0%	-9%	-11%	-7%	-2%	0%	x
CCOC(=O)c1sc(N(C)C(C)=O)nc1C	0%	5%	10%	3%	-4%	-1%	0%	9%	4%	6%
Cc1cccc(NC(=O)c2ccc(NCC3CCCO3)c([N+](=O)[O-])c2)c1 (stereo unspecified)	28%	44%	-5%	4%	20%	u	u	19%	5%	1%
O=C(c1cccnc1)N1CCN(S(=O)(=O)c2ccc(F)cc2)CC1	0%	-8%	-1%	-3%	0%	1%	-27%	-4%	0%	4%
CCCSc1nnc(CSc2ncccn2)n1C	-3%	0%	-6%	3%	4%	-3%	-14%	-3%	1%	1%
O=C(c1cccs1)N1CCN(CCc2ccccc2)CC1	4%	u	x	-5%	-1%	4%	-9%	1%	1%	x
O=C(N/N=C/c1ccncc1)c1cc(Br)ccc1OCc1ccccc1	-19%	-25%	-5%	-2%	1%	9%	x	-8%	-1%	-9%
O=C(NCc1ccc2c(c1)OCO2)C(=O)NCC1OCCCN1S(=O)(=O)c1cc(F)ccc1F (stereo unspecified)	-14%	-23%	-2%	-10%	-3%	3%	-13%	-2%	-2%	-3%
O=C1OCc2cc(NC(=O)C34CC5CC(CC(C5)C3)C4)ccc21	0%	18%	11%	15%	-5%	u	6%	0%	0%	0%
Cc1ccc(-c2nc(C(=O)O)cs2)cc1	0%	40%	26%	9%	-1%	-5%	3%	-2%	19%	5%
Nn1c(SCc2cccc(F)c2)nnc1-c1ccncc1	3%	18%	-13%	1%	2%	-1%	11%	-3%	1%	1%
CCOc1ccccc1/C=C(/NC(=O)c1ccccc1)C(=O)NCC(=O)O	-2%	-1%	-9%	-4%	0%	2%	9%	-1%	0%	0%
Cc1c(C(=O)O)[nH]c2c1C(=O)CC(c1ccc(C(C)(C)C)cc1)C2 (stereo unspecified)	u	2%	-3%	20%	u	9.5µM*	-2%	u	u	-1%
CC1(C)CC(=O)C(C(O)c2ccccc2)C(C)(C)N1 (stereo unspecified)	-13%	u	-10%	x	3%	-1%	-1%	-1%	-4%	12%
Cc1cccc(-n2c(SCC(=O)O)nc3sc4c(c3c2=O)CCCC4)c1	-5%	-1%	18%	0%	-7%	u	-7%	-5%	0%	-3%
COc1ccc(N2C(=O)CC(NNC(=O)c3cccnc3)C2=O)cc1 (stereo unspecified)	0%	7%	-2%	-3%	-1%	-1%	1%	2%	0%	7%
Cc1cc(Cl)ccc1NC(=O)CSc1nnc(-c2ccncc2)n1Cc1ccco1	-12%	16%	-14%	-6%	1%	1%	-7%	0%	-5%	3%
COc1ccc(-n2c(Cc3cccn3C)nnc2SCC(=O)Nc2ccc(Cl)cc2)cc1	2%	32%	u	-7%	-2%	-1%	-9%	-3%	-24%	3%
O=C(CCCc1nc(-c2ccc(Cl)cc2)no1)Nc1cccnc1	8%	16µM*	11µM*	-5%	-8%	1%	2%	-5%	u	-3%
CC(C)(C)OC(=O)N/N=C/c1c[nH]c2ccccc12	34%	14%	-8%	u	25%	9.5µM*	-1%	22%	15%	-12%
Cc1cc(C)nc(Nc2ccccc2Cl)n1	-4%	-4%	0%	x	0%	u	1%	7%	3%	-1%
COc1ccc(CC(=O)O/N=C(\N)c2cccc([N+](=O)[O-])c2)cc1	30%	u	-16%	-8%	2%	-16%	u	-1%	6%	-3%
CC(C)Cc1cc(C(=O)Nc2cccnc2)no1	-1%	u	-1%	u	u	5.4µM*	-4%	0%	10µM*	-18%
c1cnc2cc(-c3ccsc3)ncc2c1	35%	x	x	10%	0%	u	x	u	9%	-17%
Cc1ccc(C(C)C)c(OCCN2CCc3ccccc3C2)c1	-32%	7%	u	-4%	-1%	-6%	-4%	-4%	-4%	2%
COCCCNCCCCOc1ccc(C)cc1[N+](=O)[O-]	-10%	2%	2%	-2%	-14%	-3%	-6%	2%	-4%	-7%
CN(C)c1ccc(C(=O)N2CCNC(=O)C2CC(=O)Nc2ccc(F)cc2)cc1 (stereo unspecified)	0%	-20%	3%	8%	6%	4%	2%	-5%	4%	3%
CN(C)CCCNC1=CC(=O)CC(c2ccccc2)C1 (stereo unspecified)	13%	25%	0%	-4%	-9%	4%	1%	-8%	3%	4%
CCOc1ccc(C(=O)CCc2nc3ccccc3s2)cc1	-33%	15%	-5%	-1%	-11%	u	-6%	-7%	5%	-1%
CCCCN(C)Cc1cc(=O)oc2ccc3ccccc3c12	-46%	-30%	-5%	1%	3%	3%	17%	0%	0%	2%
CCc1ccc(S(=O)(=O)NCc2csc(-c3cccnc3)n2)s1	-10%	u	-7%	3%	0%	1%	-7%	-1%	-1%	-14%
O=C(/C(=C(/[O-])c1ccccc1)[n+]1ccccc1)c1ccc([N+](=O)[O-])cc1	-4%	20%	0%	14%	0%	-10%	u	4%	-3%	-2%

Rab9 prom act: what is marked active above
SMILES,p53 reactivation,Rab9 prom act,NPC1 prom act,uPA generation
O=[N+]([O-])c1cccn2cc(-c3ccc(Br)cc3)nc12,u,2.8µM*,u,-4%
